Bioassay records deposited in PubChem by National Center for Advancing Translational Sciences (NCATS).
ELG1 genotox: qHTS screen for small molecules that induce genotoxicity in human embryonic kidney (HEK293T) cells expressing luciferase-tagged ELG1. HEK293T ELG1-luciferase reporter, luminescence, 16 h. Potency, µM (titrated, usually from 46 µM), for the others: at the top dose activity change, positive = activation, most hits filed as activators. 330,000 compounds, 1.3% hits. AID 504466, 2011; also: potency is read from the fitted curve at half-maximal effect; % of control where 0% means no effect; nearly all actives have a fitted effect of over 60% in size
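ELG1-luciferase HEK293T cells, 2,000/well; compound pinned in; 16 hr, 37 °C, 5% CO2; ONE-Glo, 30 min RT; luminescence on CCD imager.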
RORg inh: qHTS for inhibitors of ROR gamma transcriptional activity; Drosophila S2 Gal4-RORgamma UAS-luciferase reporter, 20 h; Potency, µM (highest dose often 53.6 µM), inactives show top-dose activity change, negative = inhibition, most hits filed as inhibitors; 310,000 compounds, 5.4% hits; Nuclear receptor ROR-gamma (Mus musculus), P51450; also: potency is read from the fitted curve at half-maximal effect; % is scaled to controls: 0 for no effect and ±100 for the full control effect; nearly all actives have a fitted effect of over 60% in size
Target sequence (P51450 whole entry, looked up, the tested form may be a part): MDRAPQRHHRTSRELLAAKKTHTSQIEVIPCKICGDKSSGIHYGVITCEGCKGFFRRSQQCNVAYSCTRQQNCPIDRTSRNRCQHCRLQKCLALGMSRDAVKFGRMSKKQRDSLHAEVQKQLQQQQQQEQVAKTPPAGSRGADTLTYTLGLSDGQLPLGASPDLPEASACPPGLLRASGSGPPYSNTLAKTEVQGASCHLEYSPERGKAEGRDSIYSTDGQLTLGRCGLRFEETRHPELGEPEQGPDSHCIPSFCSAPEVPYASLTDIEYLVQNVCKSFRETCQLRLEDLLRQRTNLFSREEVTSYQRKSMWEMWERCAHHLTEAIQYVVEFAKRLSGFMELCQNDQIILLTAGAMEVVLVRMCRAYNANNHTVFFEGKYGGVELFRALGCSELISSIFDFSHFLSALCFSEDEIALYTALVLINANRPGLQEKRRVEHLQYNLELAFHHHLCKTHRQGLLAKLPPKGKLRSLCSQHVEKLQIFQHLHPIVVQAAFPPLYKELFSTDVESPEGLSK
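Schneider cells (Drosophila), stable Gal4 DBD–ROR gamma + UAS-luc; 1 hr cmpd preincubation; Cu2+ induction 700 uM final; 20 hr ambient; luminescence.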
ELG1 DNA repair: qHTS screen for small molecules that inhibit ELG1-dependent DNA repair in human embryonic kidney (HEK293T) cells expressing luciferase-tagged ELG1; HEK293T ELG1-luciferase reporter, luminescence, 16 h; DNA damage induced by 5-fluorouridine; Potency, µM (series often up to 46.1 µM), for inactives: at the top dose activity change, negative = inhibition, most hits filed as inhibitors; 330,000 compounds, 2.3% hits; also: potency is read from the fitted curve at half-maximal effect; % is scaled to controls: 0 for no effect and ±100 for the full control effect; nearly all actives have a fitted effect of over 55% in size
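Step one: seed 2,000 cells per well. Step two: pin-transfer compound or DMSO alongside 5-fluorouridine. Step three: incubate 16 hr, 37 °C, 5% CO2. Step four: add ONE-Glo, wait 30 min, read luminescence.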
FLuc counter: qHTS profiling assay for firefly luciferase inhibitor/activator using purifed enzyme and Km concentrations of substrates (counterscreen for miR-21 project). AID 588342, 2011. 360,000 compounds, 6.9% hits. Luciferin 4-monooxygenase (Photinus pyralis), P08659. purified FLuc, Km substrates, luminescence inhibition. Potency, µM (doses to about 57.5 µM), inactives show at the highest dose activity change, negative = inhibition, hits mostly inhibitors;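 also: potency is read from the fitted curve at half-maximal effect; plate controls were vehicle for no effect and reference inhibitor for full effect; nearly all actives have a fitted effect of over 55% in size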
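Biochemical qHTS of compounds, final roughly 60 µM downward over six points, against 10 nM purified firefly luciferase using Km concentrations of substrates (10 uM D-luciferin, 10 uM ATP) in Tris acetate pH 7.5 buffer; luminescence output.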
BRCA1 expr up: qHTS Assay to Identify Small Molecule Activators of BRCA1 Expression | MCF7-BRCA1-FFLuc reporter, luminescence, 48 h; response scale: scaled: vehicle 0%, 10 µM genistein 100% | Potency, µM (titrated, usually from 46.1 µM), inactives show at the highest dose activation, most hits filed as activators | 380,000 compounds, 1.1% hits | AID 624202, 2012; also: potency is read from the fitted curve at half-maximal effect; nearly all actives have a fitted effect of over 80% in size; some results filed as inactive show a strong effect at the top dose
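Compounds are tested at multiple concentrations on MCF7 BRCA1-luciferase reporter cells seeded at 2000 per well; after 48 h, a single luminescence end-point is taken and curves fitted to the normalized data.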
Rab9 prom act: qHTS Assay for Rab9 Promoter Activators; Huh7 Rab9 promoter-luciferase reporter, luminescence, 24 h; Potency, µM (doses to about 9.22 µM), for inactives: top-dose activation, negative = inhibition, hits mostly activators; 320,000 compounds, 2.8% hits; also: potency is read from the fitted curve at half-maximal effect; % of control where 0% means no effect; nearly all actives have a fitted effect of over 60% in size
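Luciferase signal after 10 min detection reagent at ambient indicates Rab9 promoter upregulation; stably transfected Huh7 cells were treated 24 h with compound in DMSO at 37 °C, 5% CO2.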
Gal4-VP16 FLuc: VP16 counterscreen qHTS for inhibitors of ROR gamma transcriptional activity. Drosophila S2 Gal4-VP16 UAS-luciferase, luminescence, 20 h. 310,000 compounds, 3.5% hits. Potency, µM (doses to about 53.6 µM), for the others: at the highest dose activity, negative = inhibition, usual class: inhibitors;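 also: Gal4-VP16 expression switched on by copper sulfate through the metallothionein promoter; potency is read from the fitted curve at half-maximal effect; % is scaled to controls: 0 for no effect and ±100 for the full control effect; nearly all actives have a fitted effect of over 50% in size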
TRPV1 ag: HTS Assay for Compounds that Act as Agonists of the Vanilloid Receptor 1; AID 540275, 2011; Transient receptor potential cation channel subfamily V member 1 (Homo sapiens), Q8NER1; activation, % at 8.33 µM; 320,000 compounds, 0.19% hits; TRPV1-expressing cells, Fluo-8 calcium influx, agonist mode; in the data active = activation above about 80%; inconclusive = between about 30% and that limit; also: 0% is about no effect
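TRPV1-expressing cells were cultured overnight at 35.5C and loaded with Fluo-8 calcium dye for 40 to 90 min at room temperature. After a 10 s baseline, compound was added and calcium influx was read kinetically for 3 min (ex 480/em 520 nm).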
NPC1 prom act: qHTS Assay for NPC1 Promoter Activators | Huh7 NPC1 promoter luciferase reporter, 24 h | Potency, µM (top dose mostly 9.22 µM), inactives show at the top dose activation, usual class: activators | 320,000 compounds, 2.4% hits | AID 485313, 2010;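 also: potency is read from the fitted curve at half-maximal effect; % of control where 0% means no effect; nearly all actives have a fitted effect of over 60% in size; reporter is driven by a mutant NPC1 promoter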
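Stable NPC1-promoter luciferase Huh7 line; cpd (DMSO) 24 h, 37 °C, 5% CO2; Amplite luciferase reagent 10 min RT; luminescence readout. qHTS format.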
Tb PFK block: qHTS Assay to Find Inhibitors of T. brucei phosphofructokinase; 330,000 compounds, 0.17% hits; ATP-dependent 6-phosphofructokinase (Trypanosoma brucei brucei), O15648; Potency, µM (series often up to 57.5 µM), for the others: at the highest dose activity, negative = inhibition, hits mostly inhibitors; AID 485367, 2010; T. brucei PFK, ADP-Glo luminescence;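 also: potency is read from the fitted curve at half-maximal effect; 0% = uninhibited 1x PFK enzyme wells and -100% = no-enzyme wells; nearly all actives have a fitted effect of over 60% in size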
Target sequence (O15648 whole entry, looked up): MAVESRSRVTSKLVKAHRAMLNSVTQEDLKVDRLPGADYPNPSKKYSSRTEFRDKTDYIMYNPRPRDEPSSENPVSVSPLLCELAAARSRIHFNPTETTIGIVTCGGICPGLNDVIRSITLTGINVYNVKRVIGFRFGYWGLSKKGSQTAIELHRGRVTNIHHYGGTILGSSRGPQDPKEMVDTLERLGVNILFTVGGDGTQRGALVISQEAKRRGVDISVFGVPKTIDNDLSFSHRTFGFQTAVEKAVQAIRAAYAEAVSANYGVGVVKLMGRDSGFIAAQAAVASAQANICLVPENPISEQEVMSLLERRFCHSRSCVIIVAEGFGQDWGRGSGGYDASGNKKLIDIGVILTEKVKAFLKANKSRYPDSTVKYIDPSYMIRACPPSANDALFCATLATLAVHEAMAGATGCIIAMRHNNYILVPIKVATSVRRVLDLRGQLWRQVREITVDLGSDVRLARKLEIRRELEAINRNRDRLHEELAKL
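ADP-Glo luminescence quantified ADP after 45 min at room temperature, with 1.25 nM T. brucei PFK, 0.1 mM ATP and 0.5 mM fructose-6-phosphate in pH 8.0 TEA buffer. qHTS titrations up to 57 µM; curves classified by quality.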
p53 reactivation: qHTS assay for re-activators of p53 using a Luc reporter | H1299 p53-A138V BP100-luciferase reporter, luminescence, 24 h | Potency, µM (highest dose often 92.2 µM), without a hit: at the top dose activity change, positive = activation, usual class: activators | 320,000 compounds, 0.063% hits | AID 504706, 2011; also: potency is read from the fitted curve at half-maximal effect; % of control where 0% means no effect; nearly all actives have a fitted effect of over 45% in size
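H1299 (p53-null), stable ts p53-A138V + BP100-Luc; 1000 cells/well, Opti-MEM/10% FBS; cpd 4 pt, 1:5; 24 h, 37 deg C, 5% CO2; detection reagent 10 min RT; luminescence.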
* hit, by the source's call; u = inconclusive; x = no result given; [ ] = dose if it differs, or a comment. Unless noted, calls follow the shape of the dose curve; as a rule, active = well fitted curve in the direction sought with a large enough effect; inconclusive = small, poorly fitted or top-dose-only effect, or another doubt; inactive = no such curve, though single readings can be large; an effect the other way counts as inactive or inconclusive.

SMILES	ELG1 genotox	RORg inh	ELG1 DNA repair	FLuc counter	BRCA1 expr up	Rab9 prom act	Gal4-VP16 FLuc	TRPV1 ag	NPC1 prom act	Tb PFK block	p53 reactivation
Cc1oc(-c2ccccc2F)nc1CS(=O)(=O)CC(=O)N1CCCCCC1	12%	1%	-17%	-1%	-7%	-3%	-14%	-2	1%	-6%	-1%
Cc1cccc(C(=O)Nc2ccccc2NC(=O)c2cccc(C)c2)c1	-6%	21%	u	-7%	-37%	-4%	8%	u	0%	-3%	-6%
O=C(NN1C(=O)c2ccccc2NC12CCCCC2)c1ccccc1	2%	u	u	4%	4%	3%	-7%	8	2%	4%	1%
Cc1c(C#N)c(O)n(CCO)c(=O)c1N=Nc1ccc2c(c1)COC2=O	9%	11%	0%	-17%	-93%[inhibitor]	20%	0%	-4	10%	10%	-11%
NC(=O)NNc1cccc(Cl)n1	3%	-1%	u	-1%	-30%	-11%	-23%	-1	-3%	-12%	-4%
O=[N+]([O-])c1ccc(Cl)c(S(=O)(=O)/N=C(/c2ccccc2)N2CCOCC2)c1	1%	5%	2%	-1%	-2%	-6%	20%	3	-2%	-3%	7%
CCc1ccc(OCC(=O)NNCC(=O)Nc2ccc(OC)cc2)cc1	-2%	x	4%	u	-7%	0%	x	4	-2%	3%	-9%
CC(C)OCCCNC(=O)c1cc(S(=O)(=O)N2CCCCC2)c[nH]1	2%	-11%	-13%	0%	-2%	-2%	3%	3	2%	1%	x
CN(C)S(=O)(=O)c1cc(NC(=O)CN2CCCc3ccccc32)ccc1Cl	-4%	-36%	u	-14%	-47%	6%	-9%	13	-1%	-5%	9%
CCOC(=O)c1cc(-c2ccccc2)nn1Cc1cc(CC)no1	u	x	u	u	u	u	x	2	21%	-19%	u
N#Cc1nc(COc2cccc(Cl)c2)oc1N1CCN(c2ccccc2)CC1	1%	17%	-6%	-1%	-1%	2%	-3%	3	6%	4%	1%
CCC(C)(C)n1nnnc1CN1CCC(NC(=O)c2ccccc2C)CC1	0%	u	-15%	1%	7%	-3%	-3%	3	-4%	-3%	1%
CCN(CC)S(=O)(=O)c1ccc(N2CCCCC2)c(NC(=O)/C=C/c2cc(OC)c(OC)c(OC)c2)c1	1%	23%	-18%	1%	-37%	-6%	-3%	-4	14%	8%	1%
NS(=O)(=O)c1ccc(NC(=O)CSc2ccccn2)cc1	1%	36%	5%	-4%	1%	17%	-16%	-6	7%	-23%	25%
O=C(COC(=O)c1cc(S(=O)(=O)N2CCOCC2)ccc1Cl)NCc1ccco1	0%	x	u	2%	-9%	-3%	x	-3	3%	-1%	6%
C#CCNC(=O)C1=C[C@H](c2ccc(C(F)(F)F)cc2)C[C@H](OCCCCO)O1	3%	31%	2%	1%	-22%	2%	3%	11	-2%	-6%	-6%
COc1ccc2cc(C)c3nnc(SCc4cccnc4)n3c2c1	-1%	-5%	11%	0%	-7%	-1%	-2%	-1	-6%	-5%	-3%
CCc1ccc(O)c(N=Cc2ccccc2O)c1	0%	13µM*	-1%	2%[2.3 µM]	-23%	15%	-28%	2	-5%	-1%	u
CN1C(=S)SC(/[N+]([O-])=C/c2ccc(Cl)cc2)C1(C)C (centres undefined)	-3%	-2%	4%	6%	30%	1%	-1%	3	-1%	10%	-1%
Cc1cc(Cl)cc(Br)c1OCCCN1C(=O)NC(C)(C)C1=O	0%	-1%	12%	2%	-31%	3%[1.84 µM]	2%	29	0%	3%	-5%
CCOC(=O)C1CCN(C(=O)c2cc(S(=O)(=O)N3CCOCC3)c(Cl)cc2Cl)CC1	-6%	11%	-14%	-2%	-6%	-1%	-3%	-1	10%	4%	3%
COc1ccc(C2=Nn3c(nnc3-c3ccncc3)SC2)cc1OC	15%	-27%	u	1%	-32%	-5%	12%	-3	-3%	1%	-16%
O=C(NCCN1CCOCC1)c1ccc(CS(=O)(=O)c2ccc(Cl)cc2)o1	2%	-12%	-1%	1%	2%	u	-2%	10	1%	1%	-6%
Cc1ccc(-c2nc3ccccc3s2)cc1NC(=S)NC(=O)c1ccccc1	u	-37%	u	9.5µM*	-28%	12%	6%	-3	12%	-1%	u
O=C(NCc1ccco1)c1c[nH]c2ccc(S(=O)(=O)N3CCOCC3)cc2c1=O	-2%	0%	-4%	-3%	-21%	-5%	-5%	5	0%	-10%	6%
(next part)
SMILES	ELG1 genotox	RORg inh	ELG1 DNA repair	FLuc counter	BRCA1 expr up	Rab9 prom act	Gal4-VP16 FLuc	TRPV1 ag	NPC1 prom act	Tb PFK block	p53 reactivation
Cc1ccc(C(=O)Oc2ccc(/C=N/NC(N)=O)cc2)cc1	3%	1%	-7%	u	0%	-6%	8%	1	-7%	-3%	-1%
CCc1cccc(OCCCCNCCO)c1	-1%	3%	-2%	0%	-10%	6%	-14%	-5	-1%	-3%	-3%
Cc1cccn2c(=O)c(/C=C(\C#N)S(=O)(=O)c3ccccc3)c(N3CCCCC3)nc12	-8%	19%	u	1%	-14%	-9%	-5%	-1	-5%	2%	-5%
CC(C)CN(C(=O)COC(=O)c1c2c(nc3ccccc13)CCC2)c1c(N)n(Cc2ccccc2)c(=O)[nH]c1=O	-4%	32%	u	1%	-18%	6%	0%	1	-2%	2%	-10%
Cc1ccc(NC(=O)COC(=O)c2ccc(CN3CCCC3=O)cc2)c(Cl)c1	4%	x	11%	3%	11%	-3%	x	4	0%	-1%	13%
Cc1cc(/C=C2\C(=N)N3N=C(C(C)C)SC3=NC2=O)c(C)n1Cc1ccccc1	2%	-25%	-3%	0%	-33%	-5%	4%	u	1%	1%	-2%
Cc1ccc(C(=O)C2C(=O)c3ccccc3C2=O)cc1	0%	-30%	-22%	-5%	12%	-1%	2%	1	-2%	1%	0%
C=CCOc1cccc(C2C(C(=O)c3ccc(C)o3)=C(O)C(=O)N2c2nccs2)c1 (centres undefined)	-4%	-11%	0%	-1%	-13%	11%	0%	4	-2%	-1%	7%
CCCCN=C1CC(C)(C)CC(=O)/C1=C(/O)CCCN1C(=O)c2ccccc2C1=O	-14%	22%	-28%	-3%	-14%	1%	-4%	-8	-1%	1%	-4%
CCCN1CCN(C(=O)C2CCN(S(=O)(=O)c3c(C)noc3/C=C/c3ccc(C)cc3)CC2)CC1	0%	-93%	-7%	2%	-12%	4%	u	9	-7%	-3%	2%
